Source: PubChem (National Center for Advancing Translational Sciences (NCATS))
KB-V1 MDR tox = kills drug-selected multidrug resistant KB-V1 cells; 3.4% of 400,000 active; Potency, µM (highest dose often 46.1 µM), for inactives: at the top dose activity change, negative = cytotoxicity, most hits filed as cytotoxic; KB-V1 MDR cells viability, CellTiter-Glo, 72 h; note: nearly all actives have a fitted effect of over 60% in size
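KB-V1 cells (P-gp-expressing MDR subline of KB-3-1) in phenol-red-free DMEM with 10% FBS were exposed to library compounds over a concentration series for 72 h at 37 degrees C. Viability read by CellTiter-Glo luminescence; concentration-effect curves fitted after normalization.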
ATXN2 expr inh = ATXN2 expression inhibition. Potency, µM (titrated, usually from 57 µM), for the others: top-dose activity change, negative = inhibition, usual class: inhibitors. HEK-293 ATXN2-luciferase reporter, luminescence, 24 h. 0.72% of 360,000 active; note: nearly all actives have a fitted effect of over 55% in size
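qHTS (up to 57 uM final) was run with 24 h compound exposure of reporter cells at 37 °C. Each well was multiplexed: SteadyGlo luminescence measured ATXN2-luciferase expression after a fluorogenic Gly-Phe-AFC viability readout (25 uM final).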
KB-3-1 tox = KB-3-1 parental cell cytotoxicity | KB-3-1 viability, CellTiter-Glo ATP luminescence, 72 h | Potency, µM (top dose mostly 46.1 µM), without a hit: at the top dose activity change, negative = cytotoxic, hits mostly cytotoxic | 1.4% of 400,000 active; note: nearly all actives have a fitted effect of over 60% in size
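Here the drug-naive KB-3-1 line serves as comparator for MDR sub-line selectivity; cells received compound titrations, 72 h at 37 °C, then CellTiter-Glo readout.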
* hit, by the source's call; ? = inconclusive; [ ] = dose if it differs, or a comment. Calls come from the whole dose curve; as a rule, active = well fitted curve in the direction sought with a large enough effect; inconclusive = small, poorly fitted or top-dose-only effect, or another doubt; inactive = no such curve, though single readings can be large; an effect the other way counts as inactive or inconclusive. % is set by controls: 0 for no effect and ±100 for the full control effect; potency is the fitted concentration of half-maximal effect. These rows are one share of the data; the hit share may differ from the screen's.

SMILES | KB-V1 MDR tox | ATXN2 expr inh | KB-3-1 tox
CCOc1ccc(C(=O)c2cn(CC(=O)Nc3ccc(OC)cc3)c3cc4c(cc3c2=O)OCCO4)cc1 | 1% | 15% | 6%
CCOC(=O)c1cnc2nc(NCc3cccc(Br)c3)[nH]n2c1=O | -18% | 4% | -1%
Cc1oc2ncn(C)c(=O)c2c1C(=O)N1CCN(c2ccccc2F)CC1 | -6% | 3% | -7%
O=C(Nc1nnc(SCc2cc(=O)c3ccccc3[nH]2)s1)c1ccccc1 | -7% | 8% | ?
CCc1ccc2ncc3c(-c4ccc(C)cc4)nn(CC(=O)NCc4ccccc4)c3c2c1 | 3% | -3% | 9%
CC(=O)Nc1ccc2nc(SCCOc3ccccc3)sc2c1 | 1% | 12% | -20%
Cc1ccc(Nc2c(-c3ccc(N4CCOCC4)cc3)nc3ccc(Cl)cn23)cc1 | 0% | 0% | 4%
CCCOc1cccc(C(=O)Nc2cccc(-c3nc4ncccc4o3)c2C)c1 | ? | -15% | -11%
Cc1ccc(C)c(NC(=O)n2ncc3cc(Cl)ccc32)c1 | 25% | 16% | 7%
COc1ccccc1C(=O)N1c2ncnn2C2(CCCCC2)[C@@H]2CCCC[C@@H]21 | 1% | -11% | -2%
CCOc1ccc(-c2nnc(SCC(=O)c3ccccc3)n2-c2ccccc2)cc1 | 6% | 10% | 0%
O=C(c1cnn(-c2ccc(F)cc2)c1-n1cccc1)N1CCN(c2cccc(Cl)c2)CC1 | -46% | 4% | 2%
CCCc1ccc(-c2ccc(C(=O)Oc3ccc(OCC)cc3)cc2)nc1 | ? | 32% | -3%
c1ccc(N2CCN(Cc3cccn3-c3nnc(N4CCN(C5CCCCC5)CC4)s3)CC2)cc1 | ? | -4% | 28%
CCCCOc1ccc(S(=O)(=O)Nc2ccc(-c3ccc(N4CCCCC4)nn3)cc2)cc1 | 12% | 12% | -11%
CCN(CC)C(=O)c1sc2c(c1C)c(=O)n(-c1ccccc1)c(=O)n2Cc1cc(=O)n2ccccc2n1 | ? | 8% | 7%
Cc1ccc2nc(SCc3nc(-c4ccc(Cl)cc4)no3)[nH]c2c1 | -9% | ? | -19%
Cc1ccc(OCC(=O)Nc2cc(-c3nc4ccccc4[nH]3)ccc2C)c(C)c1 | -25% | -4% | -5%
CCc1ccc2oc(C(=O)Nc3ccccc3OC)cc(=O)c2c1 | -1% | 3% | 11%
CC(=O)c1ccc(N2CCN(C(=O)CCn3cnc4onc(-c5ccc(F)cc5)c4c3=O)CC2)cc1 | -4% | -1% | 3%
Cc1ccc(-c2nc3cc(Cl)ccc3o2)cc1NC(=O)c1cc2ccccc2o1 | 6% | 50%[activator] | ?
CC(C)(C)OC(=O)N1CCC(c2c(C(=O)NCc3ccccc3)cnn2-c2cccc(F)c2)CC1 | -14% | ? | -2%
COc1ccc(-c2cnc(NCc3ccc(C)cc3)n2C)cc1 | 10% | -17% | 1%
COc1ccc(OCC(=O)Nc2cc(-c3nc4ccccc4o3)ccc2Cl)cc1 | ? | 29% | 0%
COc1ccc(Nc2ncnc3onc(C)c23)c(OC)c1 | 12% | -4% | 10%
COCCCNC(=O)c1sc2nc(C)c(C(=O)Nc3ccc(C)cc3C)c(-c3ccc(Br)cc3)c2c1N | 8% | -30% | -21%
COc1ccc(NC(=O)N2CCN(Cc3nc4ccc(C)cc4o3)CC2)cc1OC | -4% | 3% | -12%
Cc1ccc(C)c(Cn2c(=O)n(Cc3ccc(C(=O)NC4CCN(Cc5ccccc5)CC4)cc3)c(=O)c3ccccc32)c1 | ? | 8% | 19%
CCOc1ccc(S(=O)(=O)N(CC(=O)NCc2ccccc2OC)c2ccccc2)cc1 | 0% | -23% | ?
CCCSc1nnc2c(n1)OC(c1cccs1)Nc1ccc(Br)cc1-2 (stereo not given) | 12% | 9% | -2%

Fetched by compound from the list above:
SMILES | KB-V1 MDR tox | ATXN2 expr inh | KB-3-1 tox
COCCCNC(=O)c1sc2nc(C)c(C(=O)Nc3ccc(C)cc3C)c(-c3ccc(Br)cc3)c2c1N | 8% | -30% | -21%
CCOc1ccc(S(=O)(=O)N(CC(=O)NCc2ccccc2OC)c2ccccc2)cc1 | 0% | -23% | ?
CC(C)(C)OC(=O)N1CCC(c2c(C(=O)NCc3ccccc3)cnn2-c2cccc(F)c2)CC1 | -14% | ? | -2%
CC(=O)c1ccc(N2CCN(C(=O)CCn3cnc4onc(-c5ccc(F)cc5)c4c3=O)CC2)cc1 | -4% | -1% | 3%
CCN(CC)C(=O)c1sc2c(c1C)c(=O)n(-c1ccccc1)c(=O)n2Cc1cc(=O)n2ccccc2n1 | ? | 8% | 7%
CCCSc1nnc2c(n1)OC(c1cccs1)Nc1ccc(Br)cc1-2 (stereo not given) | 12% | 9% | -2%

A few values from the results shown:
For KB-3-1 tox, `COc1ccc(-c2cnc(NCc3ccc(C)cc3)n2C)cc1` reads 1%
For KB-V1 MDR tox, `Cc1ccc(OCC(=O)Nc2cc(-c3nc4ccccc4[nH]3)ccc2C)c(C)c1` reads -25%
For KB-V1 MDR tox, `Cc1ccc2nc(SCc3nc(-c4ccc(Cl)cc4)no3)[nH]c2c1` reads -9%
For KB-V1 MDR tox, `COc1ccc(Nc2ncnc3onc(C)c23)c(OC)c1` reads 12%
For KB-V1 MDR tox, `CCOc1ccc(S(=O)(=O)N(CC(=O)NCc2ccccc2OC)c2ccccc2)cc1` reads 0%

Additional records follow.
SMILES | KB-V1 MDR tox | ATXN2 expr inh | KB-3-1 tox
Cc1ccc(C)c(Nc2nc(-c3ccccc3)c3cc(Br)ccc3n2)c1 | 0% | -16% | -7%
Cc1cc(Br)cc2c(C(=O)OCC(=O)c3ccccc3)cc(-c3ccccc3)nc12 | -21% | -1% | 1%
CCOc1ccc(NC(=O)C(=O)c2cc(C)n(-c3cc(C)cc(C)c3)c2C)cc1 | 11% | -8% | 16%
Cc1ccc(Nc2c(-c3ccc(O)cc3)nc3cccc(C)n23)cc1 | 0% | 7% | 1%
Cc1ccc(-n2ccnc(NCCc3ccc(S(N)(=O)=O)cc3)c2=O)cc1C | -2% | -2% | 0%
Cc1c(Cl)cccc1NC(=O)CSc1nc(=O)n(Cc2cccnc2)c2c1CCC2 | -21% | 6% | 1%
CCC(CC)C(=O)Nc1ccc2nc(SCc3ccccc3)sc2c1 | 10% | -4% | 8%
COc1ccc(Cl)cc1NC(=O)c1cc2nc(-c3ccc4c(c3)OCO4)cc(C(F)(F)F)n2n1 | 15% | 3% | 16%
COC(=O)c1ccc(NS(=O)(=O)c2ccc3[nH]c4c(c3c2)CCCCC4)cc1 | 23µM* | ? | ?
COc1ccc(Cn2c(SCC(=O)NCc3ccccc3)nc3ccccc32)cc1 | 1% | -33% | -1%
CN(Cc1ccccc1)C(=O)Cn1ncc2c3ccccc3n(Cc3cccc(Cl)c3)c2c1=O | -6% | 1% | 1%
O=C(CSc1nnc(-c2ccccc2)o1)c1cccc([N+](=O)[O-])c1 | 10% | 3% | 2%
Cc1ccc(-c2nc(-c3cc4cccc(OCc5ccccc5F)c4oc3=O)no2)cc1 | ? | 13% | 10%
COc1cc2c(cc1NC(=O)c1ccccc1C)n(C)c(=O)n2C | 14% | 1% | 21%
COC(=O)COc1ccc(-c2nnc(Nc3ccc(O)cc3)c3ccccc23)cc1 | -5% | ? | ?
Cc1ccc2occ(CC(=O)Nc3ccc(S(=O)(=O)N4CCCC(C)C4)cc3)c2c1 (stereo not given) | 0% | ? | -6%
Cc1ccc(CCNC(=O)c2sc3ncccc3c2-n2c(C)ccc2C)cc1 | -28% | ? | -6%
CCNC(=O)C1CCN(c2nnc(C)c3c(C)n(-c4ccc(OC)cc4)nc23)CC1 | ? | -2% | -3%
CCCn1cc(S(=O)(=O)c2ccc(CC)cc2)c(=O)c2ccccc21 | -8% | -2% | -2%
CCCN1Cc2cccc(C(=O)Nc3ccc(OC)cc3OC)c2C1=O | 0% | -13% | 7%
COc1ccc(-c2nc3scc(CCNC(=O)c4cc(OC)cc(OC)c4)n3n2)cc1 | -18% | 0% | ?
COc1ccc(-n2nc(C(=O)Nc3ccc(C)cn3)c3c4ccccc4n(C)c3c2=O)cc1Cl | ? | 4% | 6%
COc1cc2c(cc1NC(=O)COc1ccc(Cl)cc1Br)oc1ccccc12 | ? | -3% | -2%
Cc1ccc(NC2=C(c3ccc(C(F)(F)F)cc3)C(=O)c3ccccc32)cc1F | -11% | 9% | -2%
CCN(C(=O)c1nn(-c2ccc(C)cc2)c(=O)c2c1c1ccccc1n2C)c1ccc(F)cc1 | 0% | -12% | 6%
Cc1cc(N2CCC(C(=O)NCCC(C)C)CC2)n2nc(C)c(-c3ccc(Cl)cc3)c2n1 | 6% | 7% | -2%
CC(C)NC(=O)CSc1nc2ccccc2nc1N1CCCCC1 | -8% | 4% | -9%
Fc1ccc(-n2ncc3c(NCCC4=CCCCC4)ncnc32)cc1 | 0% | 46%[activator] | 0%
Cc1c(C(N)=O)nnn1-c1ccc(Br)cc1 | -21% | 2% | 2%
COCCNC(=O)c1ccc2nc(Cc3ccccc3)oc2c1 | 4% | 9% | 5%
O=C(CCC1N=C2c3ccccc3N=C(SCc3ccc(Cl)cc3)N2C1=O)NC1CCCCC1 (stereo not given) | -9% | -5% | -1%
Cc1cccc(Cn2c(CN3CCC(C(=O)NCc4cccnc4)CC3)cc3ccccc32)c1 | 14% | -14% | -13%
COc1cc2c(cc1OC)C(COc1ccc(C(C)C)cc1)N(C(=O)c1ccc(S(=O)(=O)N3CCCC3)cc1)CC2 (stereo not given) | 0% | 1% | 1%
COc1ccc(C2C(C(=O)Nc3ccccc3)=C(C)Nc3nc(SCC(=O)c4ccc(C)cc4)nn32)cc1 (stereo not given) | 23% | 13% | 4%
Cc1ccc(-c2cc3c(n2-c2ccccc2F)CC(C)(C)CC3=O)cc1 | 18% | 12% | 1%
COc1cccc(NC(=O)C2CCCN(S(=O)(=O)c3c(C)[nH]c(=O)[nH]c3=O)C2)c1 (stereo not given) | -18% | 11% | 0%
CC(C)n1c(=N)c(C(=O)NCc2cccnc2)cc2c(=O)n3ccccc3nc21 | 21% | 8% | 10%
CCCCN(C)S(=O)(=O)c1ccc(C(=O)Nc2sc3c(c2C(N)=O)CC(C)(C)NC3(C)C)cc1 | 0% | -17% | 1%
COc1ccc(C(=O)NCCn2cc(SCC(=O)Nc3ccccc3)c3ccccc32)cc1OC | -15% | -36% | -3%
CC(=O)N1CCc2cc(Br)cc(S(=O)(=O)N3CCC(C(=O)Nc4ccc(C(C)C)cc4)CC3)c21 | 3% | 0% | ?
Cc1ccc2nc(-c3ccc(F)cc3)c(NC(C)(C)CC(C)(C)C)n2c1 | 0% | 3% | -6%
CCc1ccc(CN2CCc3nc(Nc4ccc5c(c4)OCCO5)ncc3C2)cc1 | ? | -32% | -30%
Cc1cccc(N2CCN(c3ccc4cc(S(=O)(=O)N5CCC(C)CC5)ccc4n3)CC2)c1C | 12% | 13% | -1%
Cc1ccc2c(C)c(C(=O)N(Cc3ccc(Cl)cc3)C3CCS(=O)(=O)C3)oc2c1 (stereo not given) | -26% | -30% | 4%
COc1cccc(CNC(=O)c2cc(S(=O)(=O)N3CCCCCC3)cn2C)c1 | -1% | -9% | 0%
O=C(Nc1cc(-c2nc3ccccc3o2)ccc1Cl)c1ccc(N2CCCCC2)c([N+](=O)[O-])c1 | 70% | 49%[activator] | 7%
COc1ccc2cc3cc(C(=O)Nc4ccccc4C)oc3nc2c1 | -7% | 29% | 3%
CCCNC(=O)CN1C(=O)COc2ccc(S(=O)(=O)N3CCC(C)CC3)cc21 | ? | 0% | 12%
Cc1ccc(-c2cc(C(=O)Oc3ccccc3)c3cc(C)ccc3n2)cc1 | ? | 1% | 12%
Cc1cc(C)c2oc(-c3cccc(NC(=O)c4cccc(F)c4)c3C)nc2c1 | ? | -6% | -1%
COC(=O)Cc1c(C)c2cc3c(c(C)c2oc1=O)OCN(CCc1ccccc1F)C3 | 8% | -6% | 2%
COc1cccc(CSc2nc3n(n2)C(c2cccnc2)C(C(=O)Nc2ccccc2C)=C(C)N3)c1 (stereo not given) | -11% | -13% | 8%
CCc1ccc(OCC(=O)N(Cc2ccc(Cl)cc2)C2CCS(=O)(=O)C2)cc1 (stereo not given) | 0% | ? | -2%
COc1cccc(-n2c(=O)c3c4c(sc3n(Cc3ccc(C)cc3)c2=O)CCCC4)c1 | 0% | 10% | 11%
CCOC(=O)c1nn2c(C(F)(F)F)cc(-c3ccc(C)cc3)nc2c1Cl | 0% | -6% | 2%
O=C(Nc1cccc(F)c1F)C1CCN(c2ncccn2)CC1 | 2% | 7% | 7%
COc1ccccc1NC(=O)Cn1c(=O)n(Cc2ccccc2)c(=O)c2c1c1cc(C)ccc1n2C | ? | 8% | 22%
CCc1ccc(CSc2nc(-c3ccccc3OC)nc3c2Cc2c(CO)cnc(C)c2O3)cc1 | -10% | 2% | 18%
CCOc1ccc(C2C(C(N)=O)=C(C)Nc3nc(-c4cccc(Cl)c4)nn32)cc1OC (stereo not given) | ? | 0% | -20%
CCCSC1=NC2(CCN(C(=O)NC3CCCCC3)CC2)N=C1c1ccc(Cl)cc1 | 9% | 3% | 13%
